Source: PubChem BioAssay (several laboratories)
Diaph inh CS: inhibits diaphorase or chemically oxidizes, flagging diaphorase assay artifacts; diaphorase resazurin-to-resorufin fluorescence, NADH, 16 min; bacterial (C. kluyveri) enzyme, not human; AID 1217; inhibition, % at 20 µM; 0.69% of 190,000 active;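 active means primary screen inhibition at 20 µM above a set limit, cut at about 50% in these data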;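 further: plate controls were DMSO with full reaction for no effect and wells lacking NADH for full effect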
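material = Clostridium kluyveri diaphorase enzyme | amount = 0.14 U/mL diaphorase, enzyme working solution | schedule = incubation 16 min, room temperature | detection = fluorescence of resorufin formed from resazurin, Ex 544/Em 590 nm | benchmarks = positive control minus NADH, DMSO neutral control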
NF-kB neuron act: NF-kB expression increase, human neuronal cells | fold change at 12.5 µM | 1.6% of 190,000 active | AID 1239 | NF-kB reporter expression; stronger effect = higher value; in the data active means fold change above about 3.3
APP 5UTR inh: APP translation inhibition | SH-SY5Y APP 5'UTR-luciferase reporter, luminescence | inhibition, % at 2 µM | 0.82% of 190,000 active;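 active means inhibition above a set limit, derived from the sample mean plus 3 SD, cut at about 45% in these data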; further: values of inactives mirror those of a sister screen read the other way
TLR4 MyD88 comp: inhibitors of human TLR4-MyD88 binding | HeLa CL3-4 TLR4/MyD88 BLA complementation, FRET ratio | inhibition, % at 8.4 µM | 0.18% of 200,000 active | O00206+Q99836 | AID 861; in the data active means inhibition above about 25%;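 further: 0% = vehicle and 100% = reference inhibitor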
FLuc stim CS: firefly luciferase counter-screen for stimulation assays; ATPlite luciferase biochemical, luminescence, 10 min; 0 = ATP-free wells, 1 = DMSO control; activation factor at 10 µM; 200,000 tested, under 10 active;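 active means luciferase activation factor, scaled between plate controls, of at least 2 with compound at 10 µM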
Target sequence (P08659 whole entry, looked up): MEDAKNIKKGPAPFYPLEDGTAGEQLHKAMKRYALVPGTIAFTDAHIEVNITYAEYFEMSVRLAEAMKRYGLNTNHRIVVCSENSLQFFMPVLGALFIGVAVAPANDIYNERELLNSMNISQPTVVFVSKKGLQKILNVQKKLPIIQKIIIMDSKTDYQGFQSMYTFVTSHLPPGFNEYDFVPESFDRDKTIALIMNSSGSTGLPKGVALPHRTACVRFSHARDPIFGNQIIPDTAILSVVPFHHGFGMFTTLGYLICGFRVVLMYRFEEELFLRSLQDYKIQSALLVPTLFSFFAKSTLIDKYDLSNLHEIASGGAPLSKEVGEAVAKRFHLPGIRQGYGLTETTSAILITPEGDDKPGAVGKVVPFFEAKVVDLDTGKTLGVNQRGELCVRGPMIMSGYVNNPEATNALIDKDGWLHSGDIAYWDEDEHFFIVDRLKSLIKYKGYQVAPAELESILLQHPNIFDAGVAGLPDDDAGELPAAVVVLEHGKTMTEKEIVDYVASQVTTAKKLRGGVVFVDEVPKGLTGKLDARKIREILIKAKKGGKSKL
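Assay system: Luciferase/luciferin detection reagent, cell-free biochemical luciferase assay / Also added: ATP substrate / Schedule: 10 min at ambient temperature / Measured by: luminescence measurement of luciferase light output / Benchmarks: low control with PBS replacing ATP, high control enzyme plus ATP without compound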
G6PDH counter: inhibits Leuconostoc G6PDH, flagging false hits in G6PDH-based assays | Purified L. mesenteroides G6PDH, diaphorase/resazurin coupled fluorescence, 45 min | inhibition, % at 5 µM | 0.12% of 200,000 active | AID 1020; in the data active means inhibition above about 50%
APP 5'UTR act: activates APP 5'UTR luciferase reporter | SH-SY5Y APP 5'UTR luciferase reporter, luminescence; zero percent = DMSO vehicle wells | activation, % at 2 µM | 1% of 190,000 active;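 active means activation above a set limit, based on mean plus 3 SD of controls, cut at about 140% in these data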; further: values of inactives mirror those of a sister screen read the other way
FLuc inhib CS: inhibits firefly luciferase, flagging false hits in luciferase inhibition screens. AID 1006. P08659. ATPLite firefly luciferase biochemical luminescence, 10 min. inhibition, % at 10 µM. 1.5% of 200,000 active;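 active means inhibition above about 50% when tested at 10 µM, limit read from the data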
Diaph act CS: counter-screen for diaphorase-based assays: diaphorase activators and chemical reducers; Diaphorase/resazurin coupled assay, resorufin fluorescence, 16 min; stronger effect = higher value; 1 = vehicle wells, 0 = NADH-free wells; activation factor at 20 µM; 0.005% of 190,000 active; AID 1229;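 active means diaphorase activity raised at least twofold by the compound at 20 µM; inactive means activation factor below 2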
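Assay system: Purified diaphorase enzyme from Clostridium kluyveri | Amount: Enzyme 0.07 U/mL final | Dosing: Compound 20 µM once, DMSO 1% | Timing: 16 min reaction at room temperature | Detection: Fluorescence, excitation 544 nm and emission 590 nm | Evaluation: Higher resorufin formation from activation or reduction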
STAT1 activator: STAT1 signaling activation; NIH 3T3 STAT1-luciferase reporter, IFN-gamma, luminescence; 100% = IFN-gamma alone, no compound; activation (% of control), % at 5.5 µM; 2.6% of 200,000 active;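 active means activation above the screen-wide mean activation plus 3 SD, cut at about 130% in these data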;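 further: raw ratio to IFN-gamma control signal so 100% means no change and 0% no light; values of inactives mirror those of a sister screen read the other way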
* = called active by the depositor; . = no result given.

nr	mol	Diaph inh CS	NF-kB neuron act	APP 5UTR inh	TLR4 MyD88 comp	FLuc stim CS	G6PDH counter	APP 5'UTR act	FLuc inhib CS	Diaph act CS	STAT1 activator
1	Cc1cc(=O)[nH]c(SCc2nc3ccc([N+](=O)[O-])cc3[nH]2)n1	4	0.95	-11	4	1.1	-2	11	-11	1	98
2	O=C(O)/C=C/C(=O)NC1CCCCC1	1	1	10	-10	1	19	-10	4	1	102
3	NC(=O)C1CCN(C(=O)c2ccc(C(F)(F)F)cc2)CC1	15	1.2	-8	5	1	5	8	0	0.8	99
4	Cc1ccc(NC(=O)CSc2nnc3ccccn23)cc1	11	1.3	0	-8	1.1	-1	0	-5	0.9	115
5	CCOc1ccccc1NC(=O)C1CCCN(S(=O)(=O)c2ccc(OC)c(C)c2)C1 (stereo not drawn)	21	0.93	2	-2	1.2	9	-2	-23	0.8	101
6	Oc1ccc(Cl)cc1-c1cc(-c2ccco2)[nH]n1	17	1.6	12	0	1	20	-12	-3	0.8	111
7	CC(=O)C(Sc1nn(C)c(=S)s1)C(=O)Nc1ccccc1 (stereo not drawn)	19	1.6	-12	1	1	2	12	-2	0.8	98
8	CCOc1ccc(CNC(=O)c2ccco2)cc1	-3	1.3	-19	21	1	5	19	2	1	104
9	Cc1ccc(N2CCN(/N=C/c3ccncc3)CC2)cc1	-16	1	-7	8	1	8	7	-1	1.2	86
10	O=C(c1ccc2c(c1)OCO2)N1CCCN(C(=O)c2ccc3c(c2)OCO3)CC1	6	1.5	11	2	1.1	-20	-11	-6	0.9	97

2 entries from above, reformatted:
Below each compound – Diaph inh CS	NF-kB neuron act	APP 5UTR inh	TLR4 MyD88 comp	FLuc stim CS	G6PDH counter	APP 5'UTR act	FLuc inhib CS	Diaph act CS	STAT1 activator
#8 CCOc1ccc(CNC(=O)c2ccco2)cc1
    -3	1.3	-19	21	1	5	19	2	1	104
#3 NC(=O)C1CCN(C(=O)c2ccc(C(F)(F)F)cc2)CC1
    15	1.2	-8	5	1	5	8	0	0.8	99

The results go on.
nr	mol	Diaph inh CS	NF-kB neuron act	APP 5UTR inh	TLR4 MyD88 comp	FLuc stim CS	G6PDH counter	APP 5'UTR act	FLuc inhib CS	Diaph act CS	STAT1 activator
11	COc1ccccc1NC(=O)CSc1nnc(-c2ccncc2)n1CC1CCCO1 (stereo not drawn)	-4	1.1	13	6	1	9	-13	0	1	99
12	CCOC(=O)C1(CC2CCCCO2)CCN(Cc2cc3ccccc3[nH]2)CC1 (stereo not drawn)	.	1	-14	6	1	17	14	1	.	81
13	COC(=O)Sc1nnc(-c2ccc(Br)cc2)o1	11	1.2	0	-3	0.9	2	0	8	0.9	106
14	Brc1cccc(/C=N\n2cnnc2)c1	-2	0.92	-10	8	1.1	2	10	-5	1	103
15	NC(=O)Cn1cnc2nc3n(c2c1=O)CCC3	11	1	-31	-3	1	14	31	-3	0.9	105
16	O=C(NNc1ccc(C2CCCCC2)cc1)C(O)(c1ccccc1)c1cccs1 (stereo not drawn)	14	0.93	-3	-1	1	3	3	-2	0.9	106
17	S=C(Nc1ccccc1Oc1ccccc1)NC1CCCC1	-9	1	-1	-4	1	14	1	-2	1.1	98
18	O=C(CCCCCN1C(=O)c2ccccc2C1=O)Nc1ccccc1	13	1	-2	8	1.1	-4	2	-6	0.9	98
19	Cn1cc(Cl)c(-c2n[nH]c(=S)n2-c2ccccc2)n1	3	0.95	2	3	0.9	-2	-2	5	1	103
20	CN(C)CC(=O)Nc1ccc(S(N)(=O)=O)cc1	4	0.93	-8	2	1	0	8	-4	1	99
21	O=C(Cc1ccc(Cl)cc1)Nc1nc2ccccc2[nH]1	12	1.5	-10	-2	1.1	2	10	-5	0.9	112
22	COc1cccc(C(=O)CSc2nnc(-c3cccs3)o2)c1	-2	1	-3	3	1	3	3	5	1	102
23	Cc1nnc(NC(=O)CSc2nc3ccccc3o2)s1	2	1.1	-10	-4	1	1	10	0	1	99
24	CCCCn1c(=O)c(F)cn(Cc2ccc(OC)c([N+](=O)[O-])c2)c1=O	5	0.89	-32	-6	1.1	5	32	-6	1	92
25	Cc1nnsc1Sc1ccccc1C(=O)O	4	0.94	-17	-4	1	2	17	-4	1	94
26	O=C1NC(=O)/C(=C\c2ccc(O)cc2O)S1	82*	1.2	-7	2	1	28	7	2	0.2	112
27	CC1CCCCC1NC(=O)Cn1[nH]c(=O)c2ccccc2c1=O (stereo not drawn)	23	2.4	-5	0	1.1	-1	5	-7	0.8	102
28	O=Cc1cnc(N2CCCCC2)s1	7	0.87	3	0	1	5	-3	0	0.9	106
29	COc1cc(-c2nnc(SCc3c(F)cccc3Cl)o2)cc(OC)c1OC	12	1.1	2	-20	1	-29	-2	-2	0.9	92
30	Cc1ccc(N(CC(=O)NC2CCCC2)C(=O)CCCC(=O)Nc2ccccn2)cc1C	8	1	0	8	1	-1	0	-3	0.9	96
31	Cc1cccc(C)c1NC(=O)c1cn(-c2ccccc2)nc1-c1ccccc1	18	1.1	-17	2	1.1	2	17	-5	0.8	99
32	COC(=O)c1c(NC(=O)c2ccc(Br)s2)sc2c1CCC2	15	1.1	13	-7	1.2	-2	-13	-22	0.8	104
33	CCCn1c(=N)n(CC(=O)c2cccs2)c2ccccc21	12	1.2	13	5	1.1	-7	-13	-7	0.9	103
34	CCCn1c(/C=N/Nc2nc3ccccc3[nH]2)nc2ccccc21	16	1.4	74*	3	0.9	2	-74	10	0.8	125
35	O=C1CC(N2CCN(CCc3ccccn3)CC2)C(=O)N1c1ccc(Cl)cc1 (stereo not drawn)	0	0.97	0	7	1.1	2	0	-6	1	97
36	COC(=O)c1c(O)ccc(Oc2ccccc2)c1C(=O)OC	12	1.1	.	.	1	-15	.	-4	0.9	.
37	COc1ccc(S(=O)(=O)Nc2nc3ccccc3s2)cc1OC	0	0.95	15	12	1	8	-15	-3	1	102
38	CC1=C(C(=O)OCc2ccccc2)C(c2ccco2)n2ncnc2N1 (stereo not drawn)	13	0.44	-13	12	1.1	-13	13	-8	0.9	84
39	COc1ccc(OC)c(S(=O)(=O)N2CCCCC2C(=O)O)c1 (stereo not drawn)	0	1.1	16	9	1	1	-16	1	1	98
40	CNC(=S)N(Cc1ccc(OC)cc1)Cc1cc2ccc(C)cc2[nH]c1=O	25	0.96	-16	0	1.1	9	16	-5	0.8	108

Retrieved by structure from the entries so far (six):
nr	mol	Diaph inh CS	NF-kB neuron act	APP 5UTR inh	TLR4 MyD88 comp	FLuc stim CS	G6PDH counter	APP 5'UTR act	FLuc inhib CS	Diaph act CS	STAT1 activator
39	COc1ccc(OC)c(S(=O)(=O)N2CCCCC2C(=O)O)c1 (stereo not drawn)	0	1.1	16	9	1	1	-16	1	1	98
37	COc1ccc(S(=O)(=O)Nc2nc3ccccc3s2)cc1OC	0	0.95	15	12	1	8	-15	-3	1	102
40	CNC(=S)N(Cc1ccc(OC)cc1)Cc1cc2ccc(C)cc2[nH]c1=O	25	0.96	-16	0	1.1	9	16	-5	0.8	108
31	Cc1cccc(C)c1NC(=O)c1cn(-c2ccccc2)nc1-c1ccccc1	18	1.1	-17	2	1.1	2	17	-5	0.8	99
35	O=C1CC(N2CCN(CCc3ccccn3)CC2)C(=O)N1c1ccc(Cl)cc1 (stereo not drawn)	0	0.97	0	7	1.1	2	0	-6	1	97
34	CCCn1c(/C=N/Nc2nc3ccccc3[nH]2)nc2ccccc21	16	1.4	74*	3	0.9	2	-74	10	0.8	125

The list goes on:
nr	mol	Diaph inh CS	NF-kB neuron act	APP 5UTR inh	TLR4 MyD88 comp	FLuc stim CS	G6PDH counter	APP 5'UTR act	FLuc inhib CS	Diaph act CS	STAT1 activator
41	COc1cccc(CC2(CO)CCN(Cc3cnc(N4CCOCC4)s3)CC2)c1	13	1.2	2	5	1.1	14	-2	-7	0.9	99
42	CCCCN1c2ccccc2N(CCCO)c2cc(C)nnc21	0	1.2	-7	-7	0.7	12	7	27	1	99
43	O=C(c1ccccc1)N1CCN(C2C3CC4CC(C3)CC2C4)CC1 (stereo not drawn)	9	1.2	-7	16	1	-1	7	-4	0.9	102
44	COc1cccc(C(=O)Nc2nc3c(c(=O)[nH]2)CCCC3)c1	4	1.5	-40	-2	1	0	40	-3	1	102
45	CCNC(=O)C(=O)Nc1ccc([N+](=O)[O-])cc1	9	1.4	12	3	1	5	-12	-1	0.9	99
46	Cc1cc(C)cc(CC2CC(=O)N(c3nc(C)cc(C)n3)C2=O)c1 (stereo not drawn)	.	0.95	-2	5	.	.	2	.	.	101
47	COc1cc(CNC(C)(C)CO)cc(Br)c1OCc1ccc(Cl)cc1	16	1	-12	-2	1	-3	11	-4	0.8	94
48	COc1cc(NC(=O)C/C(C)=N/NC(=O)C(OC)c2ccccc2)c(OC)cc1Cl (stereo not drawn)	10	0.93	6	-10	1.1	2	-6	-7	0.9	108
49	CCOC(=O)C1CCN(c2ncnc3c2cnn3-c2ccc(Cl)cc2)CC1	24	0.83	10	17	1	-1	-10	1	0.8	91
50	CC1CCN(C(=O)C(C)Sc2nc(-c3ccccc3)cc(C(F)(F)F)n2)CC1 (stereo not drawn)	23	0.78	39	-4	1.1	-1	-39	-6	0.8	99
51	COCCOCC(O)CN1CCN(c2ccc(C)cc2)CC1 (stereo not drawn)	32	1.1	5	-4	1	11	-5	2	0.7	93
52	O=C(OC1CCc2ccccc2C1=O)c1ccccc1O (stereo not drawn)	37	1.8	-18	-16	0.9	-7	18	11	0.6	109
